# Screening data deposited in PubChem BioAssay by National Center for Advancing Translational Sciences (NCATS).
# HepG2 tox = kills HepG2 cells in TGF-b inhibitor counter-screen; HepG2 CAGA-GFP viability, ATP luminescence, 18 h; Potency, µM (highest dose often 46.1 µM), for the others: at the top dose activity change, negative = cytotoxicity, usual class: cytotoxic; hit rate 0.76% among 410,000; AID 588856; also: potency is read from the fitted curve at half-maximal effect; some results filed as inactive show a strong effect at the top dose
#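 CellTiter-Glo luminescence gave cytotoxicity after 18 hours at 37 degrees C. The cells were HepG2 CAGA-GFP in 1% FBS DMEM, stimulated with 500 pg/mL TGF-beta after compound addition. %Activity was normalised to no-cell wells (complete cell-killing) and DMSO (no toxicity), and curves were fitted and classified.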
# HT1080-NT tox = kills 2HG-producing HT-1080-NT fibrosarcoma cells. HT-1080-NT fibrosarcoma viability, CellTiter-Glo ATP luminescence, 48 h. hit rate 1.6% among 360,000. Potency, µM (doses to about 46.1 µM), for the others: at the top dose activity, negative = less viability, actives largely listed as cytotoxic. AID 686970;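 also: NT is the 2HG producing partner of a matched IDH1 knockdown line; potency is read from the fitted curve at half-maximal effect; 0% = DMSO-treated cells and -100% = media-only wells without cells; nearly all actives have a fitted effect of over 55% in size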
#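 Compounds were tested in concentration-response format on HT-1080-NT cells for 48 hours at 37 degrees C. Cell viability came from CellTiter-Glo luminescence; curves were classified by r2, response magnitude and activity.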
# HT1080 IDH1KD tx = HT-1080 IDH1 knockdown cell toxicity (counter line); HT-1080 IDH1 knockdown viability, ATP luminescence, 48 h; Potency, µM (titrated, usually from 46.1 µM), inactives show at the top dose activity, negative = toxicity, actives largely listed as cytotoxic; hit rate 2% among 360,000;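 also: potency is read from the fitted curve at half-maximal effect; 0% = DMSO wells and -100% = cell-free medium wells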
#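 In this qHTS, HT-1080 cells depleted of IDH1 are exposed for 48 h at 37 °C to compound titrations. Toxicity is scored from CellTiter-Glo luminescence, with DMSO as full viability and medium alone as none.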
# ATXN viability = cell viability loss in ATXN counter-screen; S2 cells (HEK-293 line with an ATXN2-luciferase reporter) viability, CellTiter-Fluor protease fluorescence, 24 h; Potency, µM (titrated, usually from 56.7 µM), most hits filed as cytotoxic; hit rate 0.49% among 400,000; also: potency is read from the fitted curve at half-maximal effect; nearly all actives have a fitted effect of over 40% in size
# SW480 rerep = inducers of DNA re-replication in SW480 colon cancer cells; hit rate 1.8% among 340,000; SW480 DNA re-replication, Hoechst DNA content imaging, 48 h; Potency, µM (titrated, usually from 46.1 µM), without a hit: at the highest dose re-replication activation, actives largely listed as activators; also: potency is read from the fitted curve at half-maximal effect; % of control where 0% means no effect; nearly all actives have a fitted effect of over 55% in size
#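 Compounds, transferred as 23 nL by pin tool, were incubated with cells for 48 hr; DNA content per nucleus was then quantified by Hoechst staining and fluorescence plate imaging.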
# ATXN2 expr inh = reduces ATXN2 reporter expression in HEK-293 cells; AID 1745845; Potency, µM (doses to about 57 µM), for inactives: at the highest dose activity change, negative = inhibition, most hits filed as inhibitors; hit rate 0.72% among 360,000; HEK-293 ATXN2-luciferase reporter, luminescence, 24 h; also: potency is read from the fitted curve at half-maximal effect; % is scaled to controls: 0 for no effect and ±100 for the full control effect; nearly all actives have a fitted effect of over 55% in size
#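 ATXN2-luciferase reporter cells (luciferase flanked by upstream and downstream ATXN2 gene portions) were treated 24 h at 37 °C with compounds at up to 57 uM. SteadyGlo luminescence gave expression; GF-AFC fluorescence gave viability.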
# MCF10A rereplic = induces DNA re-replication in MCF 10a normal breast cells | MCF 10A DNA re-replication, Hoechst nuclear intensity, 48 h | Potency, µM (top dose mostly 46.1 µM), for inactives: top-dose activity, positive = re-replication, actives largely listed as activators | hit rate 2.9% among 350,000 | AID 624296; also: potency is read from the fitted curve at half-maximal effect; % of control where 0% means no effect; nearly all actives have a fitted effect of over 50% in size
# IL1B secr inh = inhibitors of inflammasome signaling (IL-1 beta secretion) | THP-1 LPS/ATP IL-1B secretion, AlphaLISA, 16 h; stronger effect = lower value | activity change, % at 57.5 µM | hit rate 4.7% among 360,000 | AID 743279; in the data active = activity change below about -50%; inconclusive = mostly about -30% to -49%; also: % is scaled to controls: 0 for no effect and ±100 for the full control effect
#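 Secreted IL-1B measured by AlphaLISA bead assay after 16 h compound exposure of THP-1 cells; compounds (final up to 57.5 uM) added 1 h before LPS (250 ng/mL) and ATP (1.25 mM) stimulation; lower signal means less secretion.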
# KB-3-1 cytotox = KB-3-1 parental cell cytotoxicity; KB-3-1 viability, CellTiter-Glo ATP luminescence, 72 h; Potency, µM (top dose mostly 46.1 µM), without a hit: at the highest dose activity change, negative = cytotoxic, hits mostly cytotoxic; hit rate 1.4% among 400,000; also: potency is read from the fitted curve at half-maximal effect; % is scaled to controls: 0 for no effect and ±100 for the full control effect; nearly all actives have a fitted effect of over 60% in size
#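 72 h, 37 °C compound treatment of KB-3-1 parental cells; CellTiter-Glo added, 10 min, luminescence read. Data corrected against DMSO-only plates and normalized before curve fitting.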
# * hit, by the source's call; i = inactive; ? = inconclusive; . = not tested or not shown; [ ] = remark or other dose. Unless noted, calls follow the shape of the dose curve; as a rule, active = well fitted curve in the direction sought with a large enough effect; inconclusive = small, poorly fitted or top-dose-only effect, or another doubt; inactive = no such curve, though single readings can be large; an effect the other way counts as inactive or inconclusive. Rows were taken by chance. Share with any hit: about 8.9%.
# Fields: HepG2 tox	HT1080-NT tox	HT1080 IDH1KD tx	ATXN viability	SW480 rerep	ATXN2 expr inh	MCF10A rereplic	IL1B secr inh	KB-3-1 cytotox
N#CCCn1cc(C(=O)Nc2ccc([N+](=O)[O-])cc2)c(-c2cccs2)n1
  -18%	-20%	-5%	i	?	-6%	5%	-10	-2%
CCOC(=O)Cc1csc(NC(=O)CCN2C(=O)c3cccc([N+](=O)[O-])c3C2=O)n1
  0%	1%	3%	i	-4%	19%	-3%	11	4%
Cc1ccc(CCNS(=O)(=O)c2ccc3c(c2)CCN3C(=O)CCC(=O)O)cc1
  6%	.	.	i	.	1%	.	.	0%
Cn1c(SCC(=O)N2CCOCC2)nc2sc3c(c2c1=O)CCCC3
  4%	1%	-5%	?	-3%	1%	1%	-4	30%
c1ccc(CN(CCN2CCOCC2)Cc2ccccc2)cc1
  3%	-2%	-20%	i	5%	-6%	6%	7	6%
O=C(Nc1ccc(NS(=O)(=O)c2ccccc2)cc1)c1ccccc1
  -1%	-4%	?	i	12%	-2%	8%	28	-3%
O=C(N/N=C/c1ccc[nH]1)c1cc(-c2cccs2)nc2ccccc12
  -36%	?	?	i	10%	-8%	11%	15	?
Cc1cc([N+](=O)[O-])cc(C)c1OCC(=O)N/N=C/c1ccc(OC(=O)c2ccccc2Br)cc1
  -51%	4%	5%	i	14%	-12%	-4%	-5	13%
CCCCOc1ccc(NC(=O)CN2CCN(CC)CC2)cc1
  15%	13%	9%	i	0%	2%	?	-8	-3%
COc1cc(C(=O)N2C(=O)CCC2=O)cc(OC)c1OC
  2%	-2%	1%	i	-5%[9.22 µM]	-1%	4%	41	3%
COc1ccc(-c2noc(CCCCC(=O)N3CCN(c4cc(C)ccc4C)CC3)n2)cc1
  -2%	-22%	-29%	i	-12%	0%	16%	14	?
CCOC(=O)c1ccccc1NC(=O)CSc1cccc[n+]1[O-]
  -4%	1%	9%	i	2%	4%	0%	-3	-2%
C=CCOC(=O)C1=C(C)NC(=O)NC1c1ccc(OC(=O)c2ccco2)c(OC)c1 (stereo unspecified)
  2%	3%	3%	i	-4%	-1%	-3%	-6	8%
O=C(CN1C(=O)NC2(CCc3ccccc32)C1=O)c1ccc2c(c1)OCCO2 (stereo unspecified)
  -18%	-11%	-15%	i	13%	40%[activator]	15%	15	-2%
COc1ccc(OCc2nnc(NC(=O)Nc3ccccc3F)s2)cc1
  -55%	0%	5%	i	?	-29%	?	31	-5%
COC(=O)C1=C(N)OC2=C(C(=O)CCC2)C1c1ccccc1OC (stereo unspecified)
  -9%	10%	11%	i	0%	1%	3%	-7	2%
CC(=O)c1ccc(NC(=O)CNC2CCCCC2)cc1
  2%	-14%	4%	i	-1%	21%	-11%	0	-18%
S=C(NCc1cccs1)Nc1ccccc1
  -31%	0%	-1%	i	-2%	-5%	14%	0	11%
O=C(NCc1ccc(Cl)cc1)c1cc(=O)[nH]c2ccc(S(=O)(=O)N3CCOCC3)cc12
  15%	-1%	-5%	i	1%	24%	-8%	31	-3%
CCOc1ccc(/C=C/C(=O)N(CC)CC(=O)Nc2ccc3c(c2)OCCO3)cc1OC
  7%	1%	1%	?	-51%[inhibitor]	-7%	-4%	-7	21%
O=C(NC1CCCCC1)NC1CCN(CC(=O)N2CCOCC2)CC1
  -26%	1%	5%	i	-15%	6%	0%	24	-3%
Cc1ccc(-n2c(C)cc(/C([O-])=C(/C(=S)Nc3ccc(F)c(Cl)c3)[n+]3ccccc3)c2C)cc1
  -28%	-12%	-27%	i	3%	-12%	5%	?	?
COc1ccc(OC)c(CN2CCC(C(=O)N(C)CCc3ccc(OC)c(OC)c3)CC2)c1
  -9%	7%	-5%	i	18%	-18%	2%	2	6%
Cc1ccc(/C=C/C2=NN(Cc3ccccc3Cl)C(=O)CC2)cc1
  -12%	-3%	0%	i	-1%	-11%	?	-20	?
CNC(=O)NC(=O)C(C)OC(=O)c1cc2c(s1)CCCCC2 (stereo unspecified)
  -7%	-2%	-1%	i	-9%	7%	-5%	17	-8%
O=C(Nc1cccc(Cl)c1N1CCOCC1)c1ccco1
  9%	-2%	-22%	i	-1%	-30%	?	?	9%
NC(=O)C1=C[C@@H](c2ccc(C(F)(F)F)cc2)C[C@@H](OCc2ccc(CO)cc2)O1
  -12%	0%	-1%	i	4%	-7%	2%	-13	3%
CC(C)N1CCC(N2CCN(C/C=C/c3ccc(F)cc3)CC2CCO)CC1 (stereo unspecified)
  -1%	-2%	-15%	i	-3%	.	-1%	0	0%
CSCCC(NC(=O)c1ccccc1)C(=O)N1CCN(C(=O)c2ccccc2)CC1 (stereo unspecified)
  -4%	-3%[9.24 µM]	-3%	i	-8%	-3%	-2%	5	-8%
COc1cc(/C=C/C(=O)N(C)CC(=O)Nc2ccccc2SC)cc(OC)c1OC
  -4%	10%	9%	?	-5%	13%	4%	14	2%

# Looked up one by one from the list above, 3 records:
# Fields: HepG2 tox	HT1080-NT tox	HT1080 IDH1KD tx	ATXN viability	SW480 rerep	ATXN2 expr inh	MCF10A rereplic	IL1B secr inh	KB-3-1 cytotox
COC(=O)C1=C(N)OC2=C(C(=O)CCC2)C1c1ccccc1OC (stereo unspecified)
  -9%	10%	11%	i	0%	1%	3%	-7	2%
CSCCC(NC(=O)c1ccccc1)C(=O)N1CCN(C(=O)c2ccccc2)CC1 (stereo unspecified)
  -4%	-3%[9.24 µM]	-3%	i	-8%	-3%	-2%	5	-8%
O=C(Nc1cccc(Cl)c1N1CCOCC1)c1ccco1
  9%	-2%	-22%	i	-1%	-30%	?	?	9%

# More structures
Compound	HepG2 tox	HT1080-NT tox	HT1080 IDH1KD tx	ATXN viability	SW480 rerep	ATXN2 expr inh	MCF10A rereplic	IL1B secr inh	KB-3-1 cytotox
Cc1ccc(Cn2c(=O)n(-c3cccc(C(F)(F)F)c3)c(=O)c3c(C)c(C)sc32)c(C)c1	5%	.	.	i	.	2%	.	.	7%
CCOC(=O)N1CCN(C(=O)CN(Cc2ccccc2)S(C)(=O)=O)CC1	6%	-5%	1%	i	2%	10%	?	-16	2%
CCCn1c(/N=C/c2ccccc2O)nc2ccccc21	-3%	-8%	-5%	i	-2%	-6%	0%	19	12%
O=C(COc1ccccc1)Nc1c2c(nn1-c1ccc(F)cc1)CS(=O)(=O)C2	-16%	13%	20%	i	-5%	-4%	-13%	i	3%
O=S(=O)(Nc1ccc2c(c1)OCCO2)c1cccc2nsnc12	-3%	-6%	0%	i	-8%	-2%	-1%	-2	-2%
Cc1cc(C)nc(NC(=O)CCCC(=O)O)c1	17%	9%	11%	i	1%	3%	-4%	-3	13%
COc1ccc(NC(=O)C2CCN(S(=O)(=O)c3cccs3)CC2)cc1OC	2%	0%	0%	i	-22%	.	-2%	41	0%
O=C(NCc1ccc(F)cc1)C1CCN(C(=O)c2cnn(-c3ccccc3)c2-n2cccc2)CC1	-10%	.	.	i	.	-8%	.	.	-2%
CCCCNC(=O)c1cnn2c(C)c(Cc3c(F)cccc3Cl)c(C)nc12	-1%	.	.	i	.	3%	.	.	-10%
CCN(CC)C(=O)[C@H]1CC(CC(=O)NCCC2=CCCCC2)C(=O)N2CCc3c([nH]c4ccccc34)[C@]12C (stereo partly specified)	-20%	-1%	-11%	?	?	-22%	3%	-16	7%

# Part of the list above, reformatted.
> Cc1cc(C)nc(NC(=O)CCCC(=O)O)c1
  HepG2 tox: 17%	HT1080-NT tox: 9%	HT1080 IDH1KD tx: 11%	ATXN viability: i	SW480 rerep: 1%	ATXN2 expr inh: 3%	MCF10A rereplic: -4%	IL1B secr inh: -3	KB-3-1 cytotox: 13%

> COc1ccc(NC(=O)C2CCN(S(=O)(=O)c3cccs3)CC2)cc1OC
  HepG2 tox: 2%	HT1080-NT tox: 0%	HT1080 IDH1KD tx: 0%	ATXN viability: i	SW480 rerep: -22%	ATXN2 expr inh: .	MCF10A rereplic: -2%	IL1B secr inh: 41	KB-3-1 cytotox: 0%

# Additional structures follow:
Compound	HepG2 tox	HT1080-NT tox	HT1080 IDH1KD tx	ATXN viability	SW480 rerep	ATXN2 expr inh	MCF10A rereplic	IL1B secr inh	KB-3-1 cytotox
Cc1cc(C)nc(NC(=O)c2ccc(C)o2)n1	-5%	16%	8%	i	-15%	14%	-10%	-3	3%
O=c1c2c3c(sc2nc2n1CCCC2)CCCCC3	-7%	-2%	-4%	i	-5%	86%[activator]	4%	0	-11%
Cc1nc(NC(=O)C(C)(C)C)sc1C(=O)Cn1cc(CCCC#N)nn1	.	14%	11%	i	.	2%	.	2	4%
C=CCn1ccc(=NC=C(C#N)C#N)c2ccccc21	-17%	-21%	?	i	1%	-16%	0%	-69*	?
CC(C)C(=O)N(c1ccc2oc(=O)sc2c1)S(=O)(=O)c1ccccc1	-14%	?	?	i	0%	-16%	13%	2	4%
CN(Cc1ccccc1)C(=O)c1ccc(NC(=O)Cc2ccc(NC(=O)C3CCN(S(=O)(=O)c4cccc([N+](=O)[O-])c4)CC3)cc2)cc1	-11%	0%	-3%	i	9%	-4%	0%	44	?
CCn1ccnc1CN(C)Cc1cn(-c2ccccc2)nc1-c1ccc(OC)cc1F	-32%	-19%	-30%	i	30%	-10%	13%	-74*	-12%
CS(=O)(=O)c1ncc(N(Cc2ccccc2)Cc2ccco2)c(C(=O)Nc2cccc(C(F)(F)F)c2)n1	-12%	.	.	i	.	6%	.	.	-8%
CCCS(=O)(=O)NC(=O)C1(C)CCN(C(=O)C2(c3ccc(Cl)cc3)CCCC2)C1 (stereo unspecified)	-4%	19%	5%	i	.	2%	.	0	0%
